T cruzi intra: inhibitors of intracellular Trypanosoma cruzi, primary screen, cell-based, plate reader, single point, set 2; intracellular Trypanosoma cruzi in host cells; 22,000 compounds, 4.9% hits; activity score (inhibition), % at 5.01 µM; in the data active = activity score above about 55%;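 note: parasites and compound incubated about four days before reading; 0% = median of neutral control wells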
INS-1E rescue: protection of INS-1E cells from cytokine death, primary screen, ATP luminescence, single point; INS-1E cytokine-induced death, 48 h; normalised: neutral wells 0, positive control 100; protection from cytokine-induced ATP loss, % at 10 µM; 20,000 compounds, 0.1% hits;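 active = mean replicate protection from cytokine-induced ATP loss at least 50% and at least 75% of replicates each reaching 50%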
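Assay system – rat INS-1E insulinoma cell line · Quantity – 8000 cells per well · Buffer or medium – RPMI without phenol red, 5% FBS · Schedule – 48 h co-treatment, 10 min post-lysis read · Technique – luminescent ATP assay (CellTiter-Glo)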
The depositor's hits bear a star; . = no result given.

no.	mol	T cruzi intra	INS-1E rescue
1	C[C@@H]1CN([C@@H](C)CO)C(=O)c2cc(NC(=O)Cc3ccccc3)ccc2O[C@@H]1CN(C)C	-33	1
2	C[C@H]1CN([C@@H](C)CO)C(=O)c2cc(NC(=O)Cc3ccccc3)ccc2O[C@H]1CN(C)S(=O)(=O)c1cn(C)cn1	-14	1
3	O=C(N/N=C/c1ccccc1Cl)c1ccccn1	-12	-2
4	C[C@H](CO)N1C[C@H](C)[C@H](CN(C)S(=O)(=O)c2ccc(C#N)cc2)Oc2ncc(-c3cccc(F)c3)cc2C1=O	19	.
5	COc1cccc(-c2cnc3c(c2)C(=O)N([C@H](C)CO)C[C@H](C)[C@H](CN(C)S(=O)(=O)c2ccccc2)O3)c1	32	.
6	C[C@@H]1CN([C@@H](C)CO)C(=O)c2cc(NC(=O)CCC(F)(F)F)ccc2O[C@H]1CN(C)C(=O)Nc1ccccc1	-7	-9
7	Cc1cccc(S(=O)(=O)N(C)C[C@H]2OCc3cnnn3CCCC(=O)N([C@H](C)CO)C[C@@H]2C)c1	1	.
8	COc1ccc(S(=O)(=O)N(C)C[C@H]2Oc3ccc(NC(=O)Cc4cn(C)c5ccccc45)cc3C(=O)N([C@@H](C)CO)C[C@@H]2C)cc1	4	-16
9	C[C@@H]1CN([C@H](C)CO)C(=O)CCCn2cc(nn2)CO[C@H]1CN(C)S(=O)(=O)c1ccc(Oc2ccccc2)cc1	-8	.
10	Cc1noc(C)c1NC(=O)N(C)C[C@H]1Oc2ccc(NC(=O)CCC(F)(F)F)cc2CC(=O)N([C@@H](C)CO)C[C@H]1C	-44	17
11	C[C@@H]1CN([C@H](C)CO)C(=O)Cc2cc(NS(=O)(=O)c3ccc(F)cc3)ccc2O[C@H]1CN(C)Cc1ccncc1	-16	-1
12	C[C@H](CO)N1C[C@H](C)[C@H](CN(C)S(=O)(=O)c2cn(C)cn2)Oc2c(NC(=O)Nc3ccccc3)cccc2C1=O	-38	1
13	C[C@H]1CN([C@@H](C)CO)C(=O)c2cc(NS(C)(=O)=O)ccc2O[C@@H]1CN(C)Cc1ccc(Oc2ccccc2)cc1	39	-10
14	C[C@@H]1CN([C@@H](C)CO)C(=O)c2cccc(NC(=O)Nc3cccc4ccccc34)c2O[C@H]1CN(C)C(=O)Nc1ccccc1	10	3
15	COc1ccc(NC(=O)N(C)C[C@@H]2OCCCC[C@@H](C)Oc3ccc(NC(=O)Nc4c(C)noc4C)cc3C(=O)N([C@H](C)CO)C[C@@H]2C)cc1	0	-2
16	C[C@H](CO)N1C[C@H](C)[C@@H](CN(C)C(=O)Nc2ccccc2)Oc2ccc(NS(=O)(=O)c3ccccc3)cc2C1=O	7	4
17	C[C@@H]1CN([C@@H](C)CO)C(=O)Cc2cc(NS(C)(=O)=O)ccc2O[C@@H]1CN(C)C(=O)Nc1ccc(F)cc1	-8	10
18	COc1ccc(NC(=O)N(C)C[C@@H]2OCc3cnnn3CCCC(=O)N([C@H](C)CO)C[C@H]2C)c(OC)c1	3	.
19	C[C@H](CO)N1C[C@H](C)[C@H](CN(C)Cc2ccc(Cl)c(Cl)c2)Oc2ccc(NC(=O)Cc3cn(C)c4ccccc34)cc2CC1=O	54	-24
20	C[C@H]1CN([C@@H](C)CO)C(=O)CCCn2cc(nn2)CO[C@@H]1CN(C)S(=O)(=O)c1ccc(Oc2ccccc2)nc1	-10	-1
21	C[C@@H]1CN([C@@H](C)CO)C(=O)Cc2cc(N(C)C)ccc2O[C@@H]1CN(C)C(=O)Nc1ccc2c(c1)OCO2	-9	-4
22	Cc1cc(C(=O)Nc2cccc3c2O[C@@H](CN(C)S(=O)(=O)c2cccs2)[C@@H](C)CN([C@H](C)CO)C3=O)n(C)n1	19	-15
23	COC(=O)N(C)C[C@H]1OCc2cnnn2CCCC(=O)N([C@H](C)CO)C[C@H]1C	-6	.
24	C[C@H](CO)N1C[C@H](C)[C@@H](CN(C)Cc2ccc3c(c2)OCO3)Oc2ccc(NC(=O)CCC(F)(F)F)cc2C1=O	1	-4
25	C[C@H]1CN([C@@H](C)CO)C(=O)c2cccc(NC(=O)Nc3cccc4ccccc34)c2O[C@H]1CN(C)S(=O)(=O)c1cccs1	54	-3
26	COc1ccc(NC(=O)N(C)C[C@@H]2Oc3ccc(NC(=O)C4CCCCC4)cc3C(=O)N([C@@H](C)CO)C[C@H]2C)cc1	-31	5
27	COc1ccc(S(=O)(=O)N(C)C[C@@H]2Oc3ccc(NC(=O)Nc4cccc5ccccc45)cc3CC(=O)N([C@H](C)CO)C[C@@H]2C)cc1	3	-5
28	C[C@H](CO)N1C[C@H](C)[C@@H](CN(C)C(=O)Nc2ccc3c(c2)OCO3)Oc2c(NC(=O)Nc3ccccc3)cccc2C1=O	0	8
29	Cc1noc(C)c1NC(=O)N(C)C[C@H]1OCc2cnnn2CCCC(=O)N([C@@H](C)CO)C[C@@H]1C	-19	.
30	C[C@H]1CN([C@@H](C)CO)C(=O)c2cc(NS(C)(=O)=O)ccc2O[C@H]1CN(C)C(=O)Nc1ccc(F)cc1	5	0
31	C[C@H]1CN([C@@H](C)CO)C(=O)c2cccc(NC(=O)Nc3ccccc3)c2O[C@@H]1CN(C)S(=O)(=O)c1cccs1	-2	2
32	COc1ccc(CN(C)C[C@H]2Oc3c(NC(=O)c4nc5ccccc5s4)cccc3C(=O)N([C@@H](C)CO)C[C@@H]2C)cc1	53	-2
33	CCCC(O)C#Cc1cnc2c(c1)C(=O)N([C@H](C)CO)C[C@H](C)[C@H](CN(C)Cc1ccc(F)cc1)O2 (some centres undefined)	19	.
34	COc1ccc(S(=O)(=O)Nc2ccc3c(c2)C(=O)N([C@@H](C)CO)C[C@H](C)[C@H](CN(C)C(=O)Nc2c(C)noc2C)O3)cc1	0	.
35	C[C@H]1CN([C@@H](C)CO)C(=O)c2cc(NC(=O)Nc3ccc(F)cc3)ccc2O[C@H]1CN(C)C(=O)Nc1cccc2ccccc12	8	-3
36	CC(C)NC(=O)Nc1ccc2c(c1)C(=O)N([C@H](C)CO)C[C@H](C)[C@@H](CN(C)Cc1ccccc1)O2	5	.
37	COc1ccc(NC(=O)Nc2cccc3c2O[C@@H](CN(C)C(=O)Nc2cccc4ccccc24)[C@H](C)CN([C@@H](C)CO)C3=O)cc1	34	5
38	C[C@@H]1CN([C@H](C)CO)C(=O)Cc2cc(NS(=O)(=O)c3ccc(F)cc3)ccc2O[C@H]1CN(C)S(=O)(=O)c1cn(C)cn1	-28	4
39	COc1ccc(NC(=O)Nc2cccc3c2O[C@@H](CN(C)Cc2ccc(C(F)(F)F)cc2)[C@H](C)CN([C@@H](C)CO)C3=O)cc1	24	-10
40	COC(=O)CCCCCCC(=O)N/N=C/c1cc(F)ccc1O	-7	-4
41	Cc1ccc(S(=O)(=O)N(C)C[C@@H]2Oc3c(NC(=O)Nc4ccc(C(F)(F)F)cc4)cccc3C(=O)N([C@@H](C)CO)C[C@H]2C)cc1	5	-4
42	COc1ccc(NC(=O)Nc2ccc3c(c2)CC(=O)N([C@@H](C)CO)C[C@H](C)[C@H](CN(C)Cc2ccc(-c4ccccc4)cc2)O3)cc1	71*	-65
43	C[C@@H]1CN([C@H](C)CO)C(=O)c2cc(NS(=O)(=O)c3cccs3)ccc2O[C@@H]1CN(C)S(=O)(=O)c1ccc(F)cc1	14	3
44	Cc1ccc(S(=O)(=O)N(C)C[C@H]2Oc3ccc(NC(=O)NC4CCCCC4)cc3CC(=O)N([C@@H](C)CO)C[C@H]2C)cc1	4	1
45	COc1cccc(NC(=O)N(C)C[C@H]2OCc3cnnn3CCCC(=O)N([C@H](C)CO)C[C@H]2C)c1	-2	.
46	COC(=O)CCCCCCC(=O)N/N=C/c1ccco1	-14	-3
47	C[C@H](CO)N1C[C@H](C)[C@H](CN(C)C(=O)Nc2ccccc2)Oc2ccc(NC(=O)Nc3ccccc3)cc2C1=O	-1	7
48	O=C(CCCCCC(=O)Nc1ccccc1O)N/N=C/c1ccc(O)cc1	-3	6
49	C[C@H](CO)N1C[C@H](C)[C@H](CN(C)S(=O)(=O)c2ccc(F)cc2)Oc2ncc(C#Cc3ccc(C(F)(F)F)cc3)cc2C1=O	85*	.
50	C[C@H]1CN([C@@H](C)CO)C(=O)c2cccc(NS(C)(=O)=O)c2O[C@H]1CN(C)Cc1ccc2c(c1)OCO2	-15	2
51	COC(=O)CCCCCCC(=O)N/N=C/c1cc(OC)c(OC)cc1Br	0	20
52	Cc1noc(C)c1S(=O)(=O)N(C)C[C@@H]1Oc2c(NS(=O)(=O)c3cn(C)cn3)cccc2C(=O)N([C@H](C)CO)C[C@H]1C	-13	14
53	C[C@@H]1CN([C@H](C)CO)C(=O)Cc2cc(NC(=O)C3CC3)ccc2O[C@H]1CN(C)Cc1ccncc1	-25	8
54	C[C@@H]1CCCCO[C@@H](CN(C)S(=O)(=O)c2ccc(Cl)cc2)[C@@H](C)CN([C@H](C)CO)C(=O)c2cc(NC(=O)Nc3ccc(F)cc3)ccc2O1	-7	-12
55	C[C@H](CO)N1C[C@H](C)[C@@H](CN(C)C(=O)NC2CCCCC2)Oc2ccc(NC(=O)Cc3ccccc3)cc2C1=O	7	2
56	Cc1noc(C)c1NC(=O)Nc1ccc2c(c1)C(=O)N([C@@H](C)CO)C[C@@H](C)[C@H](CN(C)Cc1ccc(-c3ccccc3)cc1)O2	-11	-12
57	C[C@@H]1CN([C@@H](C)CO)C(=O)Cc2cc(NC(=O)Nc3ccccc3)ccc2O[C@@H]1CN(C)Cc1ccccc1	20	-13
58	C[C@@H]1CN([C@@H](C)CO)C(=O)c2cc(N(C)C)ccc2O[C@H]1CN(C)Cc1ccc(C(F)(F)F)cc1	2	-10
59	C[C@@H]1CN([C@H](C)CO)C(=O)c2cc(NS(=O)(=O)c3ccc(Cl)cc3)ccc2O[C@@H]1CN(C)Cc1ccc(C(=O)Nc2ccccc2N)cc1	32	27
60	C[C@@H]1CN([C@H](C)CO)C(=O)Cc2cc(NC(=O)Nc3ccccc3)ccc2O[C@@H]1CN(C)C(=O)Nc1ccccc1	8	1

Four entries drawn at random from those above, as already listed:
no.	mol	T cruzi intra	INS-1E rescue
39	COc1ccc(NC(=O)Nc2cccc3c2O[C@@H](CN(C)Cc2ccc(C(F)(F)F)cc2)[C@H](C)CN([C@@H](C)CO)C3=O)cc1	24	-10
50	C[C@H]1CN([C@@H](C)CO)C(=O)c2cccc(NS(C)(=O)=O)c2O[C@H]1CN(C)Cc1ccc2c(c1)OCO2	-15	2
51	COC(=O)CCCCCCC(=O)N/N=C/c1cc(OC)c(OC)cc1Br	0	20
60	C[C@@H]1CN([C@H](C)CO)C(=O)Cc2cc(NC(=O)Nc3ccccc3)ccc2O[C@@H]1CN(C)C(=O)Nc1ccccc1	8	1

Entries above that have a thiophene ring, fused or not, in the order listed:
no.	mol	T cruzi intra	INS-1E rescue
22	Cc1cc(C(=O)Nc2cccc3c2O[C@@H](CN(C)S(=O)(=O)c2cccs2)[C@@H](C)CN([C@H](C)CO)C3=O)n(C)n1	19	-15
25	C[C@H]1CN([C@@H](C)CO)C(=O)c2cccc(NC(=O)Nc3cccc4ccccc34)c2O[C@H]1CN(C)S(=O)(=O)c1cccs1	54	-3
31	C[C@H]1CN([C@@H](C)CO)C(=O)c2cccc(NC(=O)Nc3ccccc3)c2O[C@@H]1CN(C)S(=O)(=O)c1cccs1	-2	2
43	C[C@@H]1CN([C@H](C)CO)C(=O)c2cc(NS(=O)(=O)c3cccs3)ccc2O[C@@H]1CN(C)S(=O)(=O)c1ccc(F)cc1	14	3

(listing goes on)
no.	mol	T cruzi intra	INS-1E rescue
61	COc1ccc(NC(=O)N(C)C[C@@H]2Oc3ccc(NC(=O)CCCCCC(=O)Nc4ccccc4N)cc3C(=O)N([C@H](C)CO)C[C@@H]2C)cc1	-23	10
62	C[C@@H]1CN([C@@H](C)CO)C(=O)c2cccc(NC(=O)Nc3ccc(F)cc3)c2O[C@@H]1CN(C)C(=O)Nc1ccccc1	-2	8
63	COc1ccc(NC(=O)N(C)C[C@H]2Oc3ccc(NC(=O)Nc4ccccc4)cc3C(=O)N([C@H](C)CO)C[C@@H]2C)cc1	8	4
64	COc1ccc(NC(=O)N(C)C[C@@H]2Oc3c(cccc3N(C)C)C(=O)N([C@H](C)CO)C[C@@H]2C)cc1	-8	4
65	C[C@H](CO)N1C[C@H](C)[C@H](CN(C)S(=O)(=O)c2ccc(F)cc2)Oc2ncc(Br)cc2C1=O	11	.
66	COc1ccc(S(=O)(=O)N(C)C[C@H]2Oc3ccc(NS(=O)(=O)c4ccc(Cl)cc4)cc3C(=O)N([C@H](C)CO)C[C@@H]2C)cc1	32	-6
67	C[C@H]1CN([C@@H](C)CO)C(=O)c2cc(NC(=O)Nc3ccccc3)ccc2O[C@H]1CN(C)S(=O)(=O)c1cn(C)cn1	6	-3
68	Cc1noc(C)c1S(=O)(=O)Nc1ccc2c(c1)C(=O)N([C@H](C)CO)C[C@H](C)[C@@H](CN(C)C(=O)c1ccccc1)OCCCC[C@@H](C)O2	-4	-10
69	Cc1ccc(S(=O)(=O)N(C)C[C@H]2Oc3ccc(NC(=O)Cc4cn(C)c5ccccc45)cc3CC(=O)N([C@@H](C)CO)C[C@H]2C)cc1	28	4
70	C[C@H]1CN([C@@H](C)CO)C(=O)c2cc(NS(C)(=O)=O)ccc2O[C@H]1CN(C)S(C)(=O)=O	-4	.
71	Cc1noc(C)c1NC(=O)N(C)C[C@H]1OCc2cnnn2CCCC(=O)N([C@H](C)CO)C[C@@H]1C	-18	.
72	C[C@@H]1CN([C@H](C)CO)C(=O)c2cc(NC(=O)C3CC3)ccc2O[C@H]1CN(C)Cc1ccc(C(=O)O)cc1	-13	13
73	Cc1ccccc1CN(C)C[C@H]1OCc2cn(nn2)CCCC(=O)N([C@H](C)CO)C[C@H]1C	-13	3

From PubChem

This is a random part of the collection; any-hit rate near 4.8%.
